# Screens as filed in PubChem.
# MEKK2 WT-MEK5 – modulators of MEK5 binding to wildtype MEKK2, primary screen, biochemical, multiplex bead flow cytometry, Alexa488-MEK5. Mitogen-activated protein kinase kinase kinase 2 (Homo sapiens), Q9Y2U5. binding response (% of control), % at 10 µM. hit rate 1.1% among 290,000. Alexa488-MEK5 binding to MEKK2 WT; actives lie on both sides; in the data active = binding response below about 67% or above about 130%
# MEKK2mut PB1 HTS – MEK5 binding signal on mutant MEKK2 PB1, primary screen, biochemical, multiplex bead flow cytometry, Alexa488-MEK5 | Alexa488-MEK5 binding to MEKK2 mutant | AID 1530, 2009 | hit rate 0.35% among 290,000 | percent response, % at 10 µM; in the data active = percent response above about 24%, passing the limit was not always enough; also: inactives centre near 1; some results filed as inactive read as strong as hits; reference of the scale not given here
# NALP1 yeast inh – NALP1 inflammasome inhibitors in reconstituted yeast, colorimetric, S. cerevisiae, triplicate retest. hit rate 0.61% among 280,000. inhibition, % at 10 µM. AID 2071, 2009. S. cerevisiae NALP1/ASC/caspase-1 growth, X-gal OD620, 72 h; in the data active = inhibition mostly above about 24%, no sharp cut-off; inactive = mostly below about 32%; also: some compounds called inactive have numbers as strong as hits
# IDE inh – human IDE inhibitors in live cells, primary screen, fluorescence polarization, HEK cells, FAbetaB substrate; Insulin-degrading enzyme (Homo sapiens), P14735; FAbetaB cleavage; inhibition, % at 5.59 µM; hit rate 0.41% among 320,000;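 active = percent inhibition above the average of all tested compounds plus 3 SD, set per screening campaign, cut at about 16% in these data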;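 also: IDE supplied by intact live HEK cells; FP after avidin binding of uncleaved biotin substrate so inhibition keeps polarization high; 0% = DMSO wells and 100% = 60 µM reference IDE inhibitor Ii1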
# MEKK3 PB1 HTS – modulators of MEKK3-MEK5 PB1 binding, primary screen, biochemical, wildtype MEKK3, multiplex bead flow cytometry, Alexa488-MEK5; bead-based flow cytometry, Alexa488-MEK5 binding to MEKK3; actives lie on both sides; 0 = blocked by unlabeled MEK5, 100 = vehicle; binding response (% of control), % at 10 µM; hit rate 1.4% among 290,000; AID 1529, 2009;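 active = binding response more than 3 SD above or below the average of its plate-row segment, actives on both sides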;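 also: Alexa488 bead fluorescence after subtracting the streptavidin-only scavenger bead signal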
# Target sequence (Q99759 whole entry, looked up): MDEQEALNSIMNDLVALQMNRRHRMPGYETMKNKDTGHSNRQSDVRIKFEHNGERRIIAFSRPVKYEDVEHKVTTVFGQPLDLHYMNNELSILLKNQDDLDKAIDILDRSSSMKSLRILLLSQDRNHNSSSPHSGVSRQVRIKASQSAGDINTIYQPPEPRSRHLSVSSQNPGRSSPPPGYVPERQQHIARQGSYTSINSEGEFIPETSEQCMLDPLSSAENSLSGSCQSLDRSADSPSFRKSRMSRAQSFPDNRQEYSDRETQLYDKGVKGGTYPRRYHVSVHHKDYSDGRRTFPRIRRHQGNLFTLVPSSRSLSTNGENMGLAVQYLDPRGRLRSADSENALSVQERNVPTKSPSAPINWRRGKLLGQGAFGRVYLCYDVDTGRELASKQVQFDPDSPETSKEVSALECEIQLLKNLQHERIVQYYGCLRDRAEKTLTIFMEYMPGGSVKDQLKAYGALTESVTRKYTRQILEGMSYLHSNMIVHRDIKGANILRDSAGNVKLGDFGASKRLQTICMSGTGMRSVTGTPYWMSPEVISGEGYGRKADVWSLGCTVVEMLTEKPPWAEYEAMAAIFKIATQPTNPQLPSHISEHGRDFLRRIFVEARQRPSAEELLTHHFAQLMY
# IDE act – human IDE activators in live cells, primary screen, fluorescence polarization, HEK cells, FAbeta-B substrate; FAbeta-B cleavage; 0% vehicle, 100% cell-free pure enzyme wells; hit rate 0.073% among 340,000; activation, % at 5.96 µM; Insulin-degrading enzyme (Homo sapiens), P14735; AID 493087, 2011;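 active = activation above the mean of all tested compounds plus 3 SD, set per screening campaign, cut at about 17% in these data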
# PfM18AAP inh – PfM18AAP inhibitors, malaria aminopeptidase, primary screen, biochemical, QFRET, recombinant enzyme; inhibition, % at 7.35 µM; hit rate 1.2% among 290,000; AID 1822, 2009; M18 aspartyl aminopeptidase (Plasmodium falciparum 3D7); H-Glu-NHMec fluorogenic cleavage;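 active = inhibition above the campaign mean inhibition over all tested compounds plus 3 SD, cut at about 28% in these data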;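 also: 0% = plate median of test compound wells and 100% = 2 mM ZnCl2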
# UBC9 SUMO inh – inhibitors of in vitro SUMOylation cascade, primary screen, biochemical, HTRF, uHTS | AID 2006, 2009 | HTRF SUMOylation assay, SAE1/SAE2 + UBC9 | SUMO-conjugating enzyme UBC9 (Homo sapiens), P63279 | hit rate 0.36% among 290,000 | inhibition, % at 35 µM; in the data active = inhibition above about 50%, passing the limit was not always enough; also: strong numbers were not always called active
# Target sequence (P63279 whole entry, looked up): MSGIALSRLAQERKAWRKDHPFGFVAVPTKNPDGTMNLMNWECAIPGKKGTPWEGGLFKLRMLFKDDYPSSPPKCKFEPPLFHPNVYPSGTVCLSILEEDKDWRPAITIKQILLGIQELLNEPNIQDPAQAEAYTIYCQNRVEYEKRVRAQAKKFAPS
# p-CIP stab down – p/CIP-EGFP fusion destabilizers, primary screen, fluorescence, F442A cells; Q05BA5; 16 h; decrease of EGFP signal, % at 10 µM; hit rate 0.01% among 290,000; AID 1984, 2009;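 active = EGFP signal decrease of at least 30% at 10 µM or well 3 SD below plate mean, unless failing retest; inactive = the rest, including hits failing retest or dose response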; also: some compounds called inactive have numbers as strong as hits; many of its hits are not listed in these tables
# Numbers without * were called inactive; nt = no result given; & = joins results of further samples. Some of the compounds tested (hit frequency here may not be typical).
SMILES,MEKK2 WT-MEK5,MEKK2mut PB1 HTS,NALP1 yeast inh,IDE inh,MEKK3 PB1 HTS,IDE act,PfM18AAP inh,UBC9 SUMO inh,p-CIP stab down
CCN(CC)S(=O)(=O)c1ccc(NC(=O)COC(=O)c2cc(S(=O)(=O)Nc3ccc(OC)cc3)ccc2O)cc1,100,-3,-18,-2,103,-6,7,-30,-2
Cn1cc(S(=O)(=O)N2CCCC2)cc1C(=O)N1CCN(c2ccccc2)CC1,103,1,17,-3,104,7,0,5,0
Cc1ccc(NC(=O)c2ccc(Cn3cc(Br)cn3)o2)cc1,97,5,0,2,113,2,1,-8,-14
COC(=O)C(=C/C=C/c1ccco1)C(=O)OC,89,-49,-1,-1,79,-2,8,-4,-3
CS(=O)(=O)N(CC(=O)Nc1cccc([N+](=O)[O-])c1)c1ccccc1F,92,-2,11,7,99,5,-6,17,0
COc1ccc2[nH]c(=O)c(CN(C(=O)c3ccccn3)C3CCCCC3)cc2c1,104,5,3,4,106,-1,-16,20,4
CCCn1c(SCC#N)nc2c(c1=O)C1(CCCC1)Cc1ccccc1-2,101,6,-4,-1,103,1,0,-47,-10
CCCNc1ccc(C(=O)OCC)cc1[N+](=O)[O-],68,-13,-5,-3,74,1,-6,-9,15
O=C(c1cccc(Cl)c1)N1CCC(C(=O)N2CCN(Cc3ccccc3)CC2)CC1,93,-3,11,2,95,0,12,6,-6
O=C(CNC(=O)OCc1ccccc1)NCC(=O)N1CCCC1C(=O)OCc1ccccc1 (stereo not given),103,2,16,2,104,-4,-5,16,-10
Cc1ncc(CO)c(/C=N/Nc2ccc(C(F)(F)F)cn2)c1O,102,6,-16,-4,102,6,48*,14,-19
COc1ccc(N2CCN(Cc3nc4c(c(=O)[nH]c(=O)n4C)n3CCCc3ccccc3)CC2)cc1,100,2,-3,0,100,5,7,-25,-3
CC(=O)C1=C(c2ccc(Br)cc2)C(=O)c2ccccc2C1=O,98,-2,-2,15,101,2,11,-17,-6
C[C@H](NC(=O)C1CCN(S(=O)(=O)c2ccccc2)CC1)C(=O)NCc1ccco1,99,-2,25,-4,101,4,-7,1,-8
CN(C)S(=O)(=O)c1ccc(NC(=O)CN2CCCCCC2)cc1,95,-4,8,4,101,-1,-7,2,-15
Cc1ccc(NC(=O)C2(S(=O)(=O)c3ccc(C)cc3)CC2)cc1,105,6,9,3,108,-1,-8,8,-3
COC(=O)c1cc(S(=O)(=O)NCc2ccc(Br)cc2)c[nH]1,99,-6,21,-7,105,6,-16,2,-52
COc1cc2nc(Cl)nc(N3CCN(C)CC3)c2cc1OC,95,-3,48,3,101,nt,4,1,-9
CCC(CC)C(=O)Nc1ccc(C(=O)c2ccccc2)cc1,97,-3,21,1,96,4,4,23,-2
N#CCCn1cc(/C=N/NC(N)=S)c(-c2ccccc2)n1,89,-10,-15,-4,100,5,14,8,-4
OCCN1CCN(CC(O)COc2ccc(Cl)cc2)CC1 (stereo not given),106,6,16,4,105,5,-1,15,-6
CC(C)(C)c1nc2ccccc2c2nnc(SCC(=O)NCc3ccco3)n12,114,6,3,3,110,9,3,21,-12
Cc1nn(-c2ccccc2)nc1C(=O)NN,103,3,27,-4,105,3,-11,23,-11
COc1cccc(CCc2nnc(CCC(=O)NCCc3cccc(C)n3)o2)c1,94,-9,-7,1,99,5,-6,12,-13
COc1ccccc1CCc1nnc(CCC(=O)N(C)Cc2cccc3cnccc23)o1,74,-13,0,-8,83,4,1,10,-3
COc1ccc(SCc2noc(C(=O)NCC3CCCO3)c2C(=O)O)cc1 (stereo not given),108,5,-11,-4,106,1,-1,-14,-11
CCN(CC)c1nc(C(F)(F)F)nc2c1nnn2Cc1ccccc1,102,1,16,1,98,-1,1,-7,-4
CC(=O)c1cccc(OCC(=O)N2CCCc3ccccc32)c1,97,-5,11,0,95,-3,0,19,0
Cc1ccc(C(=O)Nc2cccc(C(=O)NC3CCCCC3)c2)cc1,108,10,3,1,106,-2,7,15,-20
C/C(=N\N=C1\NC(=O)C(CC(=O)NCc2ccccc2)S1)C(C)C (stereo not given),92,-6,-16,3,97,1,-6,2,3
O=C1CN(C(=O)c2cc3ccccc3o2)c2ccccc2N1,99,2,18,-2,98,-1,-1,3,-8
C=C(C)C1CC=C(C)/C(=N/NC(=O)COc2ccccc2Cl)C1 (stereo not given),96,-2,41,0,96,-5,-13,-23,-7
CCOC(=O)/C=C1\SCC(=O)N1CC(=O)NC(c1ccccc1)c1ccccc1,98,-1,38,3,102,-3,8,8,-7
CCCN(CCC)C(=O)c1ccc2c(c1)S(=O)(=O)c1ccccc1C2=O,100,0,4,-8,96,7,-7,25,-3
O=c1c2cnn(-c3ccccc3)c2ncn1Cc1ccccn1,102,2,16,3,103,0,5,-22,-10
O=C(Cn1nc2sc3ccccc3n2c(=O)c1=O)c1ccc(Cl)cc1,99,3,6,0,106,nt,5,2,-4
O=C1c2ccccc2C(=O)N1C(CO)C(O)c1ccc([N+](=O)[O-])cc1 (stereo not given),108,5,11,-5,105,-5,-8,25,-5
COCc1nn2c(N)c(-c3ccccc3)cnc2c1-c1ccccc1,109,2,-8,-1,109,7,-9,18,-5
CCNC(=O)NC(=O)C(C)Sc1ccc2c(c1)OCCO2 (stereo not given),102,1,-10,-1,106,6,-5,2,-4
C/C(=N/O)c1no[n+]([O-])c1/C(C)=N\O,106,13,-1,7,107,6,4,19,-4
O=C(Cn1ccc2cc(S(=O)(=O)N3CCCC3)ccc21)NCc1ccccc1,104,10,9,3,103,-1,-7,13,4
O=C(NC(=Nc1ccccc1)N1CCOCC1)Nc1ccccc1,91,-5,-4,2,89,-3,-4,10,-7
CCOC(=O)c1cc2sccc2n1CC(=O)N1CCc2ccccc21,98,4,8,-5,104,1,3,-2,8
C=CCNC(=O)c1cccc(OC2CCN(CC(C)(C)C)CC2)c1,107,4,20,-1,102,2,8,-4,2
CC1(C)CC2CC(C)(CN2c2ncnc3ccc(Br)cc23)C1 (stereo not given),105,0,23,-3,107,-2,5,8,-28
COc1cc(OC)cc(C(=O)NCC(=O)OCC(=O)Nc2ncc(Cl)cc2Cl)c1,101,0,10,8,102,4,5,3,18
CC(=O)C1=C(C)N(Cc2ccccc2)C(=O)N[C@H]1c1cccs1,98,-2,22,-3,93,-5,1,-9,0
O=C(CN1CCN(C(=O)C2CCCO2)CC1)Nc1c(Cl)cccc1Cl (stereo not given),101,1,18,-2,102,3,-4,-4,-5
Cc1ccccc1NS(=O)(=O)c1ccc(OCC(=O)NCc2cccnc2)cc1,116,7,27,2,100,-1,4,12,3
O=C(N/N=C/c1ccccn1)c1cc([N+](=O)[O-])cc([N+](=O)[O-])c1,102,-4,9,-1,108,2,26,-21,0
# (further entries)
SMILES,MEKK2 WT-MEK5,MEKK2mut PB1 HTS,NALP1 yeast inh,IDE inh,MEKK3 PB1 HTS,IDE act,PfM18AAP inh,UBC9 SUMO inh,p-CIP stab down
CC(=O)Nc1cccc(/C(C)=N/NC(=O)c2ccc(NS(=O)(=O)c3cccs3)cc2)c1,92,-10,-9,-4,89,3,-16,4,1
Cc1cc(C)n(S(=O)(=O)c2ccc(Cl)cc2)n1,104,2,1,3,102,-1,2,-12,-4
CC1(C)Cc2c(sc(NC(=O)C(=O)NCCCN3CCOCC3)c2C(N)=O)CO1,107,6,6,-11,105,-3,19,17,-8
Cc1nc(N2CCN(C(=O)c3ccco3)CC2)nc2c1C(=O)CC(C)C2 (stereo not given),105,12,4,-1,105,-1,4,10,-4
C[C@H]1COc2c(C3(N)CC3)c(F)cc3c(=O)c(C(=O)O)cn1c23,103&60,2&-21,-20,0,99&57,nt,17,-2,10
Cc1noc(C)c1C(=O)NC(C)C12CC3CC(CC(C3)C1)C2 (stereo not given),92,-12,-31,-2,102,1,-2,0,-5
COc1cc(-c2cc3nc(C)c(C)c(=O)n3[nH]2)cc(OC)c1OC,95,1,12,0,94,-1,-6,16,4
Cc1c(C(=O)O)sc2nc3n(c(=O)c12)CCC3,87,-2,-5,2,80,-2,0,7,6
COC(=O)c1ccc(CC(=O)c2nc3ccccc3s2)cc1,99,17,21,-11,103,-6,-10,-10,4
CCc1ccc(C2NC(=S)NC3=C2C(=O)CC(C)(C)C3)cc1 (stereo not given),92,-1,20,1,98,-3,13,-13,10
COc1ccc(NC(=O)C(NS(=O)(=O)c2ccc3c(c2)CCCN3C(C)=O)C(C)C)c(OC)c1 (stereo not given),98,-1,-2,0,98,1,-3,21,-13
O=[N+]([O-])c1ccc(-n2ccnc2)cc1,102,5,11,-4,101,-1,-1,6,-9
Cc1cccc(C(=O)NCC(=O)N2CC(=O)Nc3ccccc32)c1,109,0,-3,-2,116,-5,2,0,0
Cn1c(=O)[nH]c2nnc(-c3ccc(Cl)c(Cl)c3)nc2c1=O,102,1,nt,-1,93,5,1,-15,7
Cc1cc(C(=O)N/N=C/c2ccccc2[N+](=O)[O-])c(C)o1,102,2,4,-3,104,1,9,7,14
S=C(Cc1ccc(Cl)cc1)N1CCOCC1,105,-1,-3,2,105,5,13,2,2
O=C(Nc1ccc(Br)cc1)c1ccco1,97,-1,4,0,92,2,-16,7,1
Cc1ccc(CCNC(=O)CCS(=O)(=O)c2ccc3c(c2)oc(=O)n3C)cc1,104,2,-1,1,104,2,1,-2,2
C=CC(C)Sc1nc2c(c(=O)n(C)c(=O)n2C)n1Cc1ccccc1Cl (stereo not given),113,6,nt,6,110,0,1,3,-6
CC(=O)c1c(C)[nH]c(C(=O)Nc2ccc(Cl)c(S(=O)(=O)N(C)C)c2)c1C,98,-1,10,1,103,-1,0,16,2
C/C(=N\NC(=O)C(C)Oc1ccc([N+](=O)[O-])cc1)c1ccccn1 (stereo not given),nt,nt,-6,-2,nt,-1,4,-47,8
Cc1nnc(N(Cc2ccco2)C(=O)c2cccc(C#N)c2)s1,109,9,3,2,107,1,-2,8,-8
Nc1nonc1C(=Nc1ccc(Br)cc1)NO,102,2,12,0,103,8,18,19,-6
COc1ccc(S(=O)(=O)Nc2ccncc2)c(C)c1C,101,-1,7,8,107,-2,4,23,-5
Cc1cc(O)c(CN(C)C)c2c1C(=O)/C(=C/c1ccco1)O2,100,1,17,4,101,-1,31*,18,-8
O=C(COC(=O)C1CC2C=CC1C2)Nc1ccc2c(c1)OC(F)(F)O2 (stereo not given),100,-4,5,4,98,2,-2,-41,2
O=C(CSc1ccc(-c2ccccn2)nn1)N1CCCC1,96,-4,-19,1,96,3,-1,8,0
COc1ccccc1CN(Cc1cccnc1)S(=O)(=O)c1ccc(-n2cnnn2)c(OC)c1,104,2,12,-7,105,-1,2,11,-13
